# C8 TRAIL sens: caspase-8 TRAIL sensitization | NB7+C8 cells + TRAIL, ATPlite viability luminescence | inhibition (viability loss, TRAIL sensitization), % at 10 µM | 360,000 compounds, 1% hits;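 active = compounds causing at least 50% loss of cell viability in the single-dose screen, relative to plate controls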
# LMP1 NFkB inh: reduces LMP1-driven NF-kappaB luciferase signal. 350,000 compounds, 0.69% hits. inhibition, % at 12.5 µM. LMP1-induced NF-kappaB luciferase reporter cells, luminescence. AID 504558; in the data active = inhibition above about 41%;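 also: 0% = neutral control wells and 100% = reference inhibitor control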
# KKLEB tox: counter-screen for CF NF-kB inhibitors: cytotoxicity. KKLEB CF airway cells viability, ATPlite luminescence, overnight; hits give low values; cells stimulated with P. aeruginosa culture filtrate. activity change (cytotoxicity), % at 5 µM. 360,000 compounds, 0.36% hits;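 active = corrected activity change at or below -50% at 5 µM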
# Peg3 promoter: inhibitors of Peg3 promoter; HeLa PEG-Prom luciferase reporter, luminescence, overnight; inhibition, % at 20 µM; 360,000 compounds, 1.7% hits;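 active = inhibition of at least 50% at 20 µM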
# hiPSC survival: enhancers of human iPSC single-cell survival; survival enhancement, % at 20 µM; hiPSC single-cell survival, ATPlite luminescence; 100% = ROCK inhibitor wells, 0% = DMSO; AID 602274; 360,000 compounds, 0.044% hits; in the data active = survival enhancement above about 18%;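 also: cells exposed to compounds for 16 hours before the ATP read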
# HIF-2a block: inhibitors of HIF-2a; 786-0 RCC cells HIF-2a reporter, luciferase luminescence, overnight; inhibition, % at 18.8 µM; 360,000 compounds, 0.72% hits; AID 624352;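 active = inhibition of the luminescence signal of 40% or more relative to plate controls, in a single-dose primary screen at 18.75 µM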
# Shn3 3UTR inh: Schnurri-3 reporter inhibition in Clone20 osteoblasts; 360,000 compounds, 0.52% hits; inhibition, % at 12.5 µM; AID 588674; Clone20 osteoblast Shn3 3'UTR firefly luciferase, 24 h;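 active = mean inhibition of at least 75% with every replicate also reaching 75%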;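 also: 0% = median of neutral control wells and 100% = pilot-screen positive control compound; some compounds past the cut are filed as inactive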
# CF NFkB block: blocks PAF-induced NF-kB reporter in cystic fibrosis cells; KKLEB NF-kB-GFP reporter, GFP fluorescence overnight; 360,000 compounds, 0.86% hits; AID 588850; inhibition, % at 5 µM;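 active = at least 50% inhibition at 5 µM, scaled per plate between neutral and stimulator controls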;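 also: PAF is a Pseudomonas aeruginosa culture filtrate used as stimulus; plate controls were PAF-stimulated DMSO wells for no effect and unstimulated DMSO wells for full effect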
# NR2E3 ag-1: human photoreceptor-specific nuclear receptor agonism; Q9Y5X4; inhibition of corepressor binding, % at 3.98 µM; 360,000 compounds, 0.35% hits; CHO-S Gal4-NCOR/VP16-NR2E3 two-hybrid, luciferase; AID 602229;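 active = inhibition above the mean of all tested compounds plus 3 SD, cut at about 70% in these data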;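 also: 0% = DMSO with NR2E3 transfected cells and 100% = cells lacking NR2E3 construct; higher means lower luciferase signal from less NR2E3 corepressor binding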
# Target sequence (Q9Y5X4 whole entry, looked up, the tested form may be a part): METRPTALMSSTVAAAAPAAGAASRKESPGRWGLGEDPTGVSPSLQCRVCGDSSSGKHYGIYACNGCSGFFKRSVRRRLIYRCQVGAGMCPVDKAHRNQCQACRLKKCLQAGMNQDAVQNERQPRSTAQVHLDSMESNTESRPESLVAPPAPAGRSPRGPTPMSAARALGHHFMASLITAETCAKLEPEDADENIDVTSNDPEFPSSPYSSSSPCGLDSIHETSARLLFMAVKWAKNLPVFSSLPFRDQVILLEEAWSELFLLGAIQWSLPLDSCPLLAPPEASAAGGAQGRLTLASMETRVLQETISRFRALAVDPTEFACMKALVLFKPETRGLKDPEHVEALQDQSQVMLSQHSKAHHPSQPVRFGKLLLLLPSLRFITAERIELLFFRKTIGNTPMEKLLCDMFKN
# NR2E3 ag-2: activates human photoreceptor nuclear receptor NR2E3 | Q9Y5X4 | GST-NR2E3/biotin-RetCOR TR-FRET, 1536-well | inhibition of corepressor binding, % at 4.78 µM | 320,000 compounds, 0.12% hits | AID 2300;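 active = percent inhibition above the cutoff of mean plus 3 SD of all tested compounds, set per screening campaign, cut at about 20% in these data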;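 also: 0% = DMSO wells and 100% = biotin wells as full block of FRET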
#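 System: GST-NR2E3 and biotin-RetCOR proteins; probe or stimulus: 7 nM biotin-RetCOR; doses: compound at 4.8 µM, single dose; schedule: Compound–protein incubation for 5 h at 4 °C; detection: time-resolved FRET; read-out: percent inhibition; controls: biotin wells as high control, 0.6% DMSO wells as low control; format: 1536-well plates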
# TRPM1 prom inh: inhibitors of MITF-driven TRPM1 promoter in melanoma cells; SK-MEL-5 TRPM1 promoter luciferase, 24 h; inhibition, % at 12.5 µM; 330,000 compounds, 0.83% hits; AID 488899;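 active = mean inhibition across replicates of 60% or more, whatever share of single replicates reaches that level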; also: values of inactives mirror those of a sister screen read the other way
# The depositor's hits bear a star; / = not tested or not shown.
SMILES,C8 TRAIL sens,LMP1 NFkB inh,KKLEB tox,Peg3 promoter,hiPSC survival,HIF-2a block,Shn3 3UTR inh,CF NFkB block,NR2E3 ag-1,NR2E3 ag-2,TRPM1 prom inh
O=C(O)c1ccccc1-c1ccccc1C(=O)Nc1nc2ccccc2s1,10,4,-2,2,-0.5,6,-15,7,7,0,0
c1cc2nc(C34CC5CC(CC(C5)C3)C4)[nH]c2cn1,-6,4,-3,10,0.3,18,-11,10,-16,-1,8
COc1cccc(C2C(C#N)=C(N)Oc3cc(C)n(Cc4ccco4)c(=O)c32)c1 (stereo not given),13,-5,-4,11,4.9,2,-3,4,-8,-1,3
Cc1cnc(C(=O)OCC(=O)Nc2cc(Cl)ccc2C#N)cn1,-3,-7,-13,-1,-1.6,10,4,-15,-15,/,16
Cn1c(SCC(=O)Nc2ccc3cn[nH]c3c2)nnc1-c1cccs1,6,-12,0,26,-2.3,23,5,-22,1,2,11
CCCc1c(OCCCOc2ccc(OCC(=O)O)cc2)ccc(C(C)=O)c1O,-6,2,-13,15,0.8,5,10,23,-35,0,1
CC(=O)C1=C(C)N(Cc2ccccc2)C(=O)N[C@H]1c1cccc(F)c1,-8,-5,0,3,0.0,14,-15,2,3,-1,-1
CCCCOc1ccc(C(C)NC(=O)CCS(=O)(=O)Cc2ccccc2Cl)cc1 (stereo not given),-6,0,8,15,1.8,17,-18,0,8,-2,6
Cc1cc(-c2ccc(Br)cc2)n2nc(C)cc2n1,5,11,-5,9,2.2,-1,10,-12,21,/,/
O=C(c1ccc(Br)o1)N1CCN(CCOc2ccccc2)CC1,5,-8,17,4,-0.2,-14,10,-2,-1,4,-9
CCCCn1c(SCC(=O)NCc2ccco2)nc2ccc(N3CCOCC3)cc2c1=O,-1,-6,-6,-2,-1.6,1,-5,-1,-2,2,12
O=C(Nc1ccc2ccccc2c1)C(c1ccccc1)C1CCCC1 (stereo not given),41,13,-9,28,-0.7,-13,-10,-4,-6,-3,1
Cc1ccccc1N1C(S)=C(C#N)C(=O)NC1c1cccs1 (stereo not given),-23,-1,14,2,5.6,12,-14,-12,-14,0,2
COc1cccc(C(=O)NCC2CCCN2S(=O)(=O)c2cccs2)c1 (stereo not given),-9,3,5,-4,-0.2,-4,4,2,8,3,-6
O=CN1CCN(C(C(=O)NC2CCCCC2)c2cc3c(cc2[N+](=O)[O-])OCO3)CC1 (stereo not given),-8,-8,4,-33,0.2,-58,-28,-13,4,2,-6
Cc1cccc(-n2c(O)cnc2Nc2nc(C)cc(C)n2)c1,-4,2,-5,11,-0.6,3,4,-2,-23,3,1
COc1ccc(/C=C/C(=O)c2ccc3c4c(cccc24)CC3)cc1,-3,6,-42,25,-0.4,-28,-20,16,-48,-7,-52
Cc1cc(O)cc(O)c1/C=N/NC(=O)c1ccc2c(c1)OCCO2,25,31,-3,-19,-1.8,-145,91*,10,-79,/,/
CCOc1ccc(NC(=O)CN2CCN(CC(=O)c3ccc(OCC)cc3)CC2)cc1,8,-1,-11,-1,3.4,-4,12,-8,-8,/,7
Cc1cc(C)n(-c2nc(-c3ccc(Cl)c(Cl)c3)cs2)n1,-2,-35,-12,-99,0.0,-106,-6,8,-32,-3,-39
Cc1ccc(Cn2nnc3c(=O)[nH]c(C4CCN(S(=O)(=O)/C=C/c5ccccc5)CC4)nc32)cc1,16,-11,3,34,-0.4,26,5,9,-11,2,2
COc1ccc(NC(=S)N(CCCN2CCC(C)CC2)Cc2cccs2)cc1Cl,-5,-3,-1,-1,-0.9,5,8,-8,-16,-1,-13
CCn1c(CSc2nc(C)cc(C)n2)nnc1SCC(=O)Nc1nc(-c2ccccc2)cs1,7,7,-48,-3,6.4,5,-8,-13,10,1,-7
COc1cc(C(=O)NC(=S)Nc2ccc3ccccc3c2)cc(OC)c1OC,6,-5,-7,-2,1.1,-29,21,14,-31,/,/
O=C(CSc1nc2cc(Cl)ccc2s1)Nc1cccc(S(=O)(=O)N2CCOCC2)c1,10,6,-12,9,0.9,9,3,-5,-7,1,10

# Five compounds out of the list above, ordered by their value in TRPM1 prom inh, high to low:
smiles	LMP1 NFkB inh	Peg3 promoter	HIF-2a block	Shn3 3UTR inh	CF NFkB block	NR2E3 ag-1	NR2E3 ag-2	TRPM1 prom inh
COc1cccc(C2C(C#N)=C(N)Oc3cc(C)n(Cc4ccco4)c(=O)c32)c1 (stereo not given)	-5	11	2	-3	4	-8	-1	3
Cc1ccc(Cn2nnc3c(=O)[nH]c(C4CCN(S(=O)(=O)/C=C/c5ccccc5)CC4)nc32)cc1	-11	34	26	5	9	-11	2	2
CCCc1c(OCCCOc2ccc(OCC(=O)O)cc2)ccc(C(C)=O)c1O	2	15	5	10	23	-35	0	1
COc1cccc(C(=O)NCC2CCCN2S(=O)(=O)c2cccs2)c1 (stereo not given)	3	-4	-4	4	2	8	3	-6
CCn1c(CSc2nc(C)cc(C)n2)nnc1SCC(=O)Nc1nc(-c2ccccc2)cs1	7	-3	5	-8	-13	10	1	-7

# Following part:
SMILES,C8 TRAIL sens,LMP1 NFkB inh,KKLEB tox,Peg3 promoter,hiPSC survival,HIF-2a block,Shn3 3UTR inh,CF NFkB block,NR2E3 ag-1,NR2E3 ag-2,TRPM1 prom inh
Cc1ccc(-c2nn(CC(N)=O)c(=O)c3ccccc23)cc1S(=O)(=O)N(C)C,-2,3,-10,-2,2.4,-1,-4,-2,-4,-3,-2
Cn1c(NCC(O)c2ccccc2)nc2c1c(=O)n(Cc1ccc(Cl)c(Cl)c1)c(=O)n2C (stereo not given),2,10,-4,53*,-1.3,31,/,4,-18,2,11
Cc1ccccc1OCC(=O)NC(=S)Nc1ccc(S(=O)(=O)NC2CCCCC2)cc1,11,-2,4,1,-1.8,10,46,8,-35,0,8
Cc1noc(NS(=O)(=O)c2ccc(NC(=O)NC(C)(C(F)(F)F)C(F)(F)F)cc2)c1C,7,8,-3,-2,1.4,18,-7,11,4,1,1
COc1ccccc1CC(=O)N1CCC(n2nccc2NC(=O)C2CCOC2)CC1 (stereo not given),2,-6,-7,-8,-0.3,-12,8,14,-4,1,4
Cc1ccc(-c2nc(CN(C)Cc3cccc4cnccc34)c(C)o2)s1,-6,21,1,6,-4.0,11,58,12,9,0,-8
N#Cc1c(-c2ccncc2)cc(-c2ccc(F)cc2)nc1N,-28,11,-11,12,-0.8,9,1,16,3,2,-11
Fc1ccc(-c2nc3ccc(Cl)cn3c2Cc2ccccc2)cc1,-7,2,-21,-8,0.6,-83,-28,22,-44,/,/
O=C1c2ccccc2NC(c2cccs2)N1O (stereo not given),-4,3,-1,-14,-0.2,-33,1,-20,-22,/,0
O=C(CSc1nnc(-c2ccncc2)o1)N1CCCCCC1,-3,-4,3,-7,0.1,-8,12,-7,-3,/,-18
COc1ccc(NS(=O)(=O)c2cccc(C(=O)NCC3CCCO3)c2)cc1 (stereo not given),2,-3,-5,21,-0.3,12,6,7,-10,0,12
N/C(=N\OC(=O)Cc1cccs1)c1ccc(Br)cc1,0,-70,4,-150,0.9,-242,-63,-4,-17,-2,-26
COc1ccc(S(=O)(=O)Nc2c(NC3CCCCC3)c3ccccc3oc2=O)cc1OC,-11,-7,-4,9,0.4,14,-3,1,4,-1,-4
COc1ccc(C2C(C(=O)c3ccc(C)o3)=C(O)C(=O)N2Cc2cccnc2)cc1OC (stereo not given),-7,-2,2,12,0.3,2,-2,-10,-11,0,-12
Cc1ccc(S(=O)(=O)CCC(=O)OCC(=O)NC(C)c2ccccc2)cc1 (stereo not given),4,-1,-16,11,-0.4,9,-8,-9,-27,-1,7
CCOC(=O)C1c2cccc(O)c2CCN1C(C)=O (stereo not given),-20,-9,8,-1,-0.1,10,-17,-8,-39,/,/
O=C(NCc1cccnc1)C1CC(c2ccccc2Cl)=NO1 (stereo not given),-1,15,-4,3,0.1,-3,16,-13,-18,-2,1
CCCn1c(N)c(Sc2ccc(Cl)cc2)c(=O)n(CCC)c1=O,-6,-9,-1,20,-1.1,9,12,-7,-1,2,-3
CCOc1ccc(NC(=O)CCCc2cc(-c3ccc(OCC)cc3)on2)cc1,11,18,-15,-11,-1.0,4,12,-11,-4,1,22
CCNC(=S)Nc1ccc2c(c1)c(=O)n(C)n2Cc1ccc(Cl)cc1,9,/,-1,-4,3.0,-22,-13,8,-24,/,/
O=C(O)C1CCN(S(=O)(=O)c2cccc3nsnc23)CC1,-11,-7,0,3,0.1,3,-5,15,-3,3,-16
COCCOC(=O)c1c(C)n(C)c2ccc(OC(=O)C3CC3)cc12,-19,-11,-2,-19,-1.0,-6,-3,0,17,0,-5
O=C(CCN1C(=O)C2C3CCC(C3)C2C1=O)OCC(=O)c1ccc(Br)cc1 (stereo not given),10,4,6,9,-0.2,0,-7,-36,-1,2,-6
COc1ccc(NC(=O)c2cc(Br)ccc2Cl)c(OC)c1,21,2,-8,-18,1.2,-34,-13,2,5,-1,19
Cc1cc(Br)ccc1NCc1ccccn1,-14,-11,-5,-60,0.3,-214,4,-6,-44,0,-24
O=C(NCc1cccnc1)C(=O)NCC1CCCO1 (stereo not given),2,6,0,2,-0.1,15,-1,14,-3,2,-4
COc1ccc(NC(=O)CN(C2CCCCC2)S(C)(=O)=O)cc1OC,-5,-6,2,4,-2.7,5,16,-18,-18,-1,4

# Copied from the list.
# `Cc1ccc(-c2nc(CN(C)Cc3cccc4cnccc34)c(C)o2)s1` @ Peg3 promoter = 6
# `O=C(NCc1cccnc1)C(=O)NCC1CCCO1` (stereo not given) @ CF NFkB block = 14
# `N#Cc1c(-c2ccncc2)cc(-c2ccc(F)cc2)nc1N` @ NR2E3 ag-1 = 3
# `Cc1cc(Br)ccc1NCc1ccccn1` @ hiPSC survival = 0.3

# Sorted by SMILES length (ascending): some entries from above.
SMILES,C8 TRAIL sens,LMP1 NFkB inh,KKLEB tox,Peg3 promoter,hiPSC survival,HIF-2a block,Shn3 3UTR inh,CF NFkB block,NR2E3 ag-1,NR2E3 ag-2,TRPM1 prom inh
COc1ccc(NC(=O)CN(C2CCCCC2)S(C)(=O)=O)cc1OC,-5,-6,2,4,-2.7,5,16,-18,-18,-1,4
COc1ccc(S(=O)(=O)Nc2c(NC3CCCCC3)c3ccccc3oc2=O)cc1OC,-11,-7,-4,9,0.4,14,-3,1,4,-1,-4
Cc1ccc(-c2nn(CC(N)=O)c(=O)c3ccccc23)cc1S(=O)(=O)N(C)C,-2,3,-10,-2,2.4,-1,-4,-2,-4,-3,-2

# Source: PubChem BioAssay

# This is a subset; rates above refer to the full screens.
